PrPC TRFRET: reduces human prion protein on the cell surface; P04156; AID 720596; cell surface PrPC, TR-FRET read-out; 370,000 compounds, 0.43% hits; inhibition, % at 13.8 µM; in the data active = inhibition above about 24%; also: 0% = median of the test wells and 100% = reference compound wells
TcdB GH inh: blocks C. difficile toxin B glycohydrolase activity | P18177 | TcdB glycohydrolase enzymatic assay, plate reader | inhibition, % at 9.99 µM | 350,000 compounds, 0.24% hits | AID 652162; in the data active = inhibition above about 10%
Target sequence (P18177 whole entry, looked up): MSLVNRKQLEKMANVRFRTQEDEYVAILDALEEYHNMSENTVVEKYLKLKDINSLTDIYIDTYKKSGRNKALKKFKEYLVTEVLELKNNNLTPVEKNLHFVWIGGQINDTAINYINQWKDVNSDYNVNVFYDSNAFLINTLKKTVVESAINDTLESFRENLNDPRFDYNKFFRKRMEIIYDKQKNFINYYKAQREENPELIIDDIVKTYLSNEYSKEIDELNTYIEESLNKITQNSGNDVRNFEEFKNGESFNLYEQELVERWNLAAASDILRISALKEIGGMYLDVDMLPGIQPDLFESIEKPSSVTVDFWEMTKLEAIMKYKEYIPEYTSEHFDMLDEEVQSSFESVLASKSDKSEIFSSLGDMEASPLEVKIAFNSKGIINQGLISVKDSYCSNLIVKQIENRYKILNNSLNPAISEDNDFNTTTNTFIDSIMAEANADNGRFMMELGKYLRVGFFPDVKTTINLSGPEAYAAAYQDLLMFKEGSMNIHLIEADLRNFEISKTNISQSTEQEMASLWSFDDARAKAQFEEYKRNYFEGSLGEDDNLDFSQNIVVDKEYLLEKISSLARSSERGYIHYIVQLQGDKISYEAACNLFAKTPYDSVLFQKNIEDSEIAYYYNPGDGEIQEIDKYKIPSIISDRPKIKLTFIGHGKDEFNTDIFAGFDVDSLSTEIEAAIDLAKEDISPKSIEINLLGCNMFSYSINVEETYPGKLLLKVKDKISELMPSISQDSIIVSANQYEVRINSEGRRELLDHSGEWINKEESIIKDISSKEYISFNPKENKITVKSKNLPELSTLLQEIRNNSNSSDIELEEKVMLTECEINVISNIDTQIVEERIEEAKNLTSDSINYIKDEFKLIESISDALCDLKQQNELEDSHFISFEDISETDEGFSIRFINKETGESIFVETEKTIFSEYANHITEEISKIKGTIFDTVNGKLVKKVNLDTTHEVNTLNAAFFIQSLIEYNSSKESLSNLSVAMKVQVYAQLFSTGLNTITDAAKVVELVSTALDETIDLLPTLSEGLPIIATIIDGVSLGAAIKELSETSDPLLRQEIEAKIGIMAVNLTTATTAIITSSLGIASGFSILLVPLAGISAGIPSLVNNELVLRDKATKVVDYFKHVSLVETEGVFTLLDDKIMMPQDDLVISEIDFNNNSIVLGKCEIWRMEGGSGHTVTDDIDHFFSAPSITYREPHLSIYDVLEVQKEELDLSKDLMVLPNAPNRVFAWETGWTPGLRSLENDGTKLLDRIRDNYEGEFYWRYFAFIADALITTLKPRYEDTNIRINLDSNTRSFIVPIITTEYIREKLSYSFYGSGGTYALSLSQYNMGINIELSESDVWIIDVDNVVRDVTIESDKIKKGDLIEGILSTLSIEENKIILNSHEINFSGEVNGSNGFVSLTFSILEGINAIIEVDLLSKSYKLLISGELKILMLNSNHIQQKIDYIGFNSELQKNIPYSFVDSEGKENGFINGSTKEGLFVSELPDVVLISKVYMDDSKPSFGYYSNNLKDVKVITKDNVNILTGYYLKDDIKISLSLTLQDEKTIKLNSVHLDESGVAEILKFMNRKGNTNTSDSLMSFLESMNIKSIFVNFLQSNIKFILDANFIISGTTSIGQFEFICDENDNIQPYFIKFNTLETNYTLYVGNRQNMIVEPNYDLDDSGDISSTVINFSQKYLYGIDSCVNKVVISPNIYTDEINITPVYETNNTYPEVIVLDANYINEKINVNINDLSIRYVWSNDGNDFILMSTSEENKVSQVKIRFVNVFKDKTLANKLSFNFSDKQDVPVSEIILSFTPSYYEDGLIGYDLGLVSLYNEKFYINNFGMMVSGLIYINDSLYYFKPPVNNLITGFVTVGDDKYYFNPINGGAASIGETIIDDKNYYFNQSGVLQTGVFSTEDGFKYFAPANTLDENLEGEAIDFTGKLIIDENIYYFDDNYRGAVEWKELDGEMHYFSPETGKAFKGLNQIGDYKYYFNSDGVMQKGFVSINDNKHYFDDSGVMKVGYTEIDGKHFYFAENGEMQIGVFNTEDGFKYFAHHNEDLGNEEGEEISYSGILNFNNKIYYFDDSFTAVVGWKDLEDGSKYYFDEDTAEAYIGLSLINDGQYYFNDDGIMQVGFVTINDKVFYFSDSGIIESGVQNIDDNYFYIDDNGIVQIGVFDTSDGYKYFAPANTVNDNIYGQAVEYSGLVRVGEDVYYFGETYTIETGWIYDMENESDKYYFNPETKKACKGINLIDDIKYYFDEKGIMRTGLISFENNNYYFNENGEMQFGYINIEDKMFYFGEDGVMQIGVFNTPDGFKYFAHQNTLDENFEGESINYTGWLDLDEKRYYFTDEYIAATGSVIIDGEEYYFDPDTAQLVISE
CCHF vOTU inh: CCHFV vOTU protease inhibition. Pep-AMC fluorescence. AID 651958. 370,000 compounds, 0.55% hits. inhibition, % at 11.5 µM; in the data active = inhibition above about 30%; also: 0% = vehicle wells with enzyme and 100% = no enzyme wells
Numbers without * were called inactive; & = joins results of further samples.

(1) CCCCCNC(=O)C(C1CC1)n1c(=O)c(-c2cc3ccccc3[nH]2)nc2ccccc21 (stereo unspecified)
(2) COc1cccc(C(CC2=CCCCC2)NC(=O)C(F)(F)F)c1 (stereo unspecified)
(3) CCOC(=O)C1=CC[C@@H](c2ccccc2)N(S(=O)(=O)c2ccc(C)cc2)[C@@H]1C#N
(4) Cc1ccc(NC(=O)NCc2ccco2)cc1[N+](=O)[O-]
(5) CSc1nc(SCC(=O)NCC2CCCO2)c2c3c(sc2n1)CN(C)CC3 (stereo unspecified)
(6) O=c1[nH]c(-c2ccccc2)cn1C1CCN(Cc2ccc(-c3nc4ccccc4nc3-c3ccccc3)cc2)CC1
(7) N#CCC1(O)C(=O)Nc2ccccc21 (stereo unspecified)
(8) CCCCNc1cccc2c1S(=O)(=O)N[C@@H](Cc1ccccc1)CO2
(9) Cc1ccc(CNC(=O)CC2Nc3c4ccccc4nc(=S)n3C2=O)cc1 (stereo unspecified)
(10) CN(Cc1ccccc1)C(=O)c1ccc(NC(=O)Cc2ccc(NC(=O)C3CCN(C(=O)C4CC4)CC3)cc2)cc1
Assay by compound | 1 | 2 | 3 | 4 | 5 | 6 | 7 | 8 | 9 | 10
PrPC TRFRET | -9 | 1 | 0 | -14 | -5 | -6 | -3 | 2 | 0 | 8
TcdB GH inh | 0.6 | 0.0 | 0.2 | 1.1 | 1.7 | 0.9 | -1.9 | 1.4 | -0.2 | -2.6
CCHF vOTU inh | -24 | 5 | 6 | 1 | -9 | -11 | -6 | 16 | -7 | 3

(11) Cc1ccc(OCCNC(=O)[C@@H](Cc2ccccc2)NC(=O)[C@H]2O[C@@H](n3ccc(=O)[nH]c3=O)[C@H](O)[C@@H]2O)cc1C
(12) Cc1ccc(S(=O)(=O)/C=C2\OCc3ccccc32)cc1
(13) COC(=O)[C@]12C[C@H](CC(=O)NCc3ccc(OC)c(OC)c3)C(=O)N(CCC3=CCCCC3)C1=C[C@H](COCc1ccccc1)O[C@@H]2C
(14) CCOC(=O)/C(=C\Nc1ccc(OCc2ccccc2)cc1)NC(=O)c1ccccc1
(15) Cc1onc(-c2ccccc2)c1C(=O)N1CCN(C(=O)C(=O)c2cccc(C(F)(F)F)c2)CC1
(16) CCOc1ccccc1CN1[C@@H](c2ccc(OC)cc2)CC(C(=O)OC)(C(=O)OC)[C@H]1c1ccccc1
(17) COC(=O)C1=C(C)N(Cc2ccc(C(F)(F)F)cc2)C(=NCc2ccccc2)NC1c1ccccc1C(F)(F)F (stereo unspecified)
(18) COCC(=O)N1CCN(C(=O)C(=O)c2cccc(C(F)(F)F)c2)CC1
(19) COc1cccc(CNC(=O)[C@H]2CCCN2C(=O)[C@H]2CCCN2C(=O)c2ccc(C)c(C)c2)c1
(20) Clc1ccc(CN2CCN(c3ncc(Cc4ccccc4)cn3)CC2)cc1
Assay by compound | 11 | 12 | 13 | 14 | 15 | 16 | 17 | 18 | 19 | 20
PrPC TRFRET | 16 | 1 | -4 | -2 | -5 | -3 | -5 | -8 | 1 | 2
TcdB GH inh | 1.1 | 0.6 | -0.9 | 0.6 | 0.0 | 0.0 | 1.1 | 0.3 | 1.2 | -8.5
CCHF vOTU inh | 9 | 0 | 6 | -4 | -3 | 22 | 11 | 4 | -7 | 22

(21) CCCc1c(-c2cccc(Br)c2)ncn1CCc1ccccc1OC
(22) CCOC(=O)[C@]12CCCC=C1N(CCc1ccc(OC)c(OC)c1)C(=O)[C@H](CC(=O)N1CCCCC1)C2
(23) Brc1ccc(COCCc2cn(Cc3ccccc3)c3ccccc23)cc1
(24) CCOC(=O)C1CSCCS(=O)(=O)N1Cc1ccc(C)cc1 (stereo unspecified)
(25) CCC(=O)N[C@H]1CC[C@@H](CCn2cc(C3CC3)nn2)O[C@@H]1CO
(26) CCCCCNC(=O)C(C1CC1)n1c(=O)c(-c2ccccc2)nc2ccccc21 (stereo unspecified)
(27) CC(C)[C@H]1COCCS(=O)(=O)N1Cc1ccccc1-c1cccc2c1sc1ccccc12
(28) COc1ccc(C2CC(=O)C(c3cccc(C)c3)=CN2Cc2ccccc2)cc1 (stereo unspecified)
(29) COCc1cn([C@H]2C[C@@H]3O[C@H](CO)CC[C@@H]3O[C@@H]2CCc2ccc(-c3ccc(OC)cc3)cc2)nn1
(30) COC(=O)[C@]12C[C@H](CC(=O)NCc3cccc(C(F)(F)F)c3)C(=O)N(CCc3ccc(OC)c(OC)c3)C1=C[C@H](C(C)(C)C)O[C@@H]2C
Assay by compound | 21 | 22 | 23 | 24 | 25 | 26 | 27 | 28 | 29 | 30
PrPC TRFRET | 10 | -7 | -2 | 11 | 6 | 7 | 8 | 0 | -4 | -3
TcdB GH inh | 0.8 | 2.4 | -1.9 | -0.2 | 0.0&1.1 | 0.7 | -10 | 0.9 | 0.0 | 1.1
CCHF vOTU inh | 9 | 2 | 6 | 19 | 16 | -14 | 14 | 8 | -1 | 20

(31) NC(Cc1ccc(O)cc1)C(=O)NN=Cc1ccccc1Cl (stereo unspecified)
(32) C[C@@H]1C=CCCO[C@]12C(=O)N(CC1CC1)c1cccc(Br)c12
(33) COC(=O)[C@]12C[C@H](CC(=O)NCCc3ccccc3OC)C(=O)N(Cc3ccccc3)C1=C[C@H](C(C)(C)C)O[C@@H]2C
(34) CC(C)(C)NC(=O)C(CCc1ccccc1)n1c(=O)c(-c2ccccc2)nc2ccccc21 (stereo unspecified)
(35) COC(=O)/C=C1\Nc2ccc(Cl)cc2C(=O)NC1=O
(36) O=C(C(=O)N1CCN(C/C=C/c2ccccc2)CC1)c1ccccc1
(37) Cc1ccc([C@H]2C(C(=O)O)=CCN2S(=O)(=O)c2ccc(C)cc2)cc1
(38) Cc1cccc(C)c1NC(=O)C(c1ccc(C(F)(F)F)cc1)n1c(=O)c(-c2cc3ccccc3[nH]2)nc2ccccc21 (stereo unspecified)
(39) COC(=O)[C@@]12C[C@@H](CC(=O)NCCCN3CCCC3=O)C(=O)N(Cc3ccc4c(c3)OCO4)C1=CCC(C)(C)C2
(40) CC1(C(=O)Nc2ccc3c(c2)OCCO3)CN(S(C)(=O)=O)CC(=O)N1CCCn1ccnc1 (stereo unspecified)
Assay by compound | 31 | 32 | 33 | 34 | 35 | 36 | 37 | 38 | 39 | 40
PrPC TRFRET | 11 | 0 | -2 | 16 | 15 | -10 | 1 | 8 | 4 | 4
TcdB GH inh | 0.1 | 1.5 | 1.5 | 1.1 | 0.1 | 0.8 | -0.7 | 0.5 | 1.3 | 1.0
CCHF vOTU inh | -7 | 5 | 17 | -5 | -64 | 13 | 13 | -3 | -12 | 4

Six structures out of the list, sorted by molecular weight, lowest first:
(31) NC(Cc1ccc(O)cc1)C(=O)NN=Cc1ccccc1Cl (stereo unspecified)
(32) C[C@@H]1C=CCCO[C@]12C(=O)N(CC1CC1)c1cccc(Br)c12
(34) CC(C)(C)NC(=O)C(CCc1ccccc1)n1c(=O)c(-c2ccccc2)nc2ccccc21 (stereo unspecified)
(40) CC1(C(=O)Nc2ccc3c(c2)OCCO3)CN(S(C)(=O)=O)CC(=O)N1CCCn1ccnc1 (stereo unspecified)
(39) COC(=O)[C@@]12C[C@@H](CC(=O)NCCCN3CCCC3=O)C(=O)N(Cc3ccc4c(c3)OCO4)C1=CCC(C)(C)C2
(33) COC(=O)[C@]12C[C@H](CC(=O)NCCc3ccccc3OC)C(=O)N(Cc3ccccc3)C1=C[C@H](C(C)(C)C)O[C@@H]2C
Assay by compound | 31 | 32 | 34 | 40 | 39 | 33
PrPC TRFRET | 11 | 0 | 16 | 4 | 4 | -2
TcdB GH inh | 0.1 | 1.5 | 1.1 | 1.0 | 1.3 | 1.5
CCHF vOTU inh | -7 | 5 | -5 | 4 | -12 | 17

The list goes on.
(41) N#Cc1cccnc1N1CCN(C(C(=O)NC2CCCC2)c2ccc(F)cc2)CC1 (stereo unspecified)
(42) CO[C@@H]1CN(C)C(=O)c2cc(NC(=O)Nc3ccc4c(c3)OCO4)ccc2OC[C@@H](C)N(C)C[C@H]1C
(43) O=C/C=C/c1coc2ccc3ccccc3c2c1=O
(44) C[C@@H]1CN([C@@H](C)CO)C(=O)CCCn2cc(nn2)CO[C@H]1CN(C)C(=O)Nc1ccccc1F
(45) COC(=O)[C@]12C[C@H](CC(=O)NCc3ccccc3)C(=O)N(CCC3=CCCCC3)C1=C[C@H](C(C)(C)C)O[C@@H]2C
(46) O=C(NC1CCCCC1)C(c1cc2ccccc2o1)n1c(=O)c(-c2ccco2)nc2ccccc21 (stereo unspecified)
(47) COC(=O)C1(C(=O)OC)C[C@H](/C=C/c2ccccc2)N(Cc2ccccc2OC)[C@@H]1c1cccs1
(48) COC(=O)[C@]12CCCCC=C1N(CCc1ccc(OC)c(OC)c1)C(=O)[C@H](CC(=O)N1CCN(C(=O)C3CC3)CC1)C2
(49) O=C(C[C@H]1CC[C@@H]2[C@H](COC[C@@H](O)CN2Cc2cccc(F)c2)O1)NCC1CCCCC1
(50) CC1(C(=O)NCc2ccccc2)CN(S(C)(=O)=O)CC(=O)N1CC(F)(F)F (stereo unspecified)
Assay by compound | 41 | 42 | 43 | 44 | 45 | 46 | 47 | 48 | 49 | 50
PrPC TRFRET | -5 | 1 | 3 | 1 | -3 | 2 | 2&2 | 7 | -4 | -4
TcdB GH inh | 0.3 | 0.3&-0.1 | 0.9 | 0.6&-0.9&3.6 | 1.4 | 0.2 | -0.3&0.0 | 0.3 | -0.3&1.1 | 0.9
CCHF vOTU inh | 7 | -10 | -4 | 1 | 25 | 11 | 13&2 | -6 | -3 | -3

(51) COCCCNC(=O)C[C@@H]1C[C@@]2(C(=O)OC)CC(C)(C)CC=C2N(Cc2ccc3c(c2)OCO3)C1=O
(52) O=C(Nc1ccc(F)cc1)C(c1cccc(F)c1)N1CCN(CC(=O)N2CCCC2)CC1 (stereo unspecified)
(53) O=C(N/N=C\c1ccco1)c1cncc(Br)c1
(54) C[C@@H]1CNC(=O)c2c(C(=O)N3CCN(c4ccccc4)CC3)ncn21
(55) CCc1c(-c2ccc(F)cc2)ncn1CCc1ccccc1OC
(56) O=C(Cc1ccccc1)c1c[nH]c(C(=O)NCCCn2ccnc2)c1
(57) COC(=O)C[C@H]1CC[C@@H]2[C@H](COc3ccc(NC(=O)c4cccc(F)c4)cc3C(=O)N2C)O1
(58) CC(C)(C)c1ccc(C#C[C@@H]2C=C[C@H]3OC(=O)CC/C=C/CCC(=O)OC[C@H]3O2)cc1
(59) CC(C)[C@@H]1NC(=O)[C@@H]2CSCCS(=O)(=O)N2C1=O
(60) CCOC(=O)C(CNc1ccc(OCc2ccccc2)cc1)NC(=O)c1ccccc1 (stereo unspecified)
Assay by compound | 51 | 52 | 53 | 54 | 55 | 56 | 57 | 58 | 59 | 60
PrPC TRFRET | -8 | -7 | 5 | -5 | 8 | 7 | -1 | -5 | 0 | -2
TcdB GH inh | 1.3 | -0.7 | -0.4 | 0.1 | 2.2 | 0.1 | 0.4 | 0.2 | 0.8 | -1.0
CCHF vOTU inh | 9 | 7 | -1 | -2 | 2 | 1 | 0 | 1 | -4 | 6

Structural class: the entries above containing a furan ring, fused or not (3)
(4) Cc1ccc(NC(=O)NCc2ccco2)cc1[N+](=O)[O-]
(46) O=C(NC1CCCCC1)C(c1cc2ccccc2o1)n1c(=O)c(-c2ccco2)nc2ccccc21 (stereo unspecified)
(53) O=C(N/N=C\c1ccco1)c1cncc(Br)c1
Assay by compound | 4 | 46 | 53
PrPC TRFRET | -14 | 2 | 5
TcdB GH inh | 1.1 | 0.2 | -0.4
CCHF vOTU inh | 1 | 11 | -1

Next compounds.
(61) COC(=O)[C@]12CCCCC=C1N(Cc1ccc3c(c1)OCO3)C(=O)[C@H](CC(=O)NCc1ccc(C)o1)C2
(62) CCOC(=O)N[C@@H](CC(C)C)C(=O)N1CCC[C@H]1C(=O)NCc1ccccc1
(63) O=C(CN1CCC(N2CCCCC2)CC1)N1CCOCC1
(64) COc1ccc(CCC(=O)N2c3ccccc3N=C(c3ccc4c(c3)OCO4)C2C(=O)Nc2ccc(OC)cc2)cc1 (stereo unspecified)
(65) COC(=O)C1=CN(c2ccc(F)cc2)C(N)=C(C#N)C1c1ccc(-c2ccccc2)cc1 (stereo unspecified)
(66) COCc1[nH]nc2c1C(c1ccccc1)NC2=O (stereo unspecified)
(67) CC(C)[C@H](NC(=O)c1ccccc1)C(=O)N1CCC[C@H]1C(=O)NCc1ccccc1
(68) O=C(c1ccccc1Cl)N1CCSCCS1(=O)=O
(69) CCCCOCC1CN(CCCC)S(=O)(=O)c2c(Oc3ccc(C(C)C)cc3)cccc2O1 (stereo unspecified)
(70) CC(=O)N[C@@H]1C[C@@H]2O[C@@H](CO)CC[C@@H]2O[C@@H]1CCc1ccc(C#CC2(O)CCCC2)cc1
(71) COCCN1C(=O)N[C@@H](c2ccccc2)C(C(C)=O)=C1C
(72) COc1cc(OC)cc(C(=O)NCC2CCN(C(=O)C(=O)c3cccs3)CC2)c1
Assay by compound | 61 | 62 | 63 | 64 | 65 | 66 | 67 | 68 | 69 | 70 | 71 | 72
PrPC TRFRET | 9 | 0 | 10 | 6 | -2 | 0 | 6 | 0 | -7 | 7 | -5 | -6
TcdB GH inh | 0.9 | -1.7 | 1.4 | 1.0 | 0.6 | 0.4 | -0.7 | 1.7 | 0.1 | -0.2 | 1.5 | 0.3
CCHF vOTU inh | 3 | 2 | 3 | -10 | 3 | 5 | 9 | 8 | 1 | 0 | 16 | 11

Some of the compounds tested (hit frequency here may not be typical).
